CatL inh = inhibitors of human cathepsin L | P07711 | 0.17% of 58,000 active | inhibition, %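 (tested at 10 µM)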 | purified cathepsin L, fluorogenic substrate, fluorescence | AID 460; in the data active = inhibition above about 45%;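 note: 0% = enzyme with no compound and 100% = no enzyme blank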
Target sequence (P07711 114-288 limits assumed): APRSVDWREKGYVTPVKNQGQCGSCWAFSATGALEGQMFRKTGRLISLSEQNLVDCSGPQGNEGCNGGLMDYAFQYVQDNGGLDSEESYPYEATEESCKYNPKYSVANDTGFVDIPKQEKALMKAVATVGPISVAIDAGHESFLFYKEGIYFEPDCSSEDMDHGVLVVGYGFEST
Target sequence (P07711 292-333 limits assumed): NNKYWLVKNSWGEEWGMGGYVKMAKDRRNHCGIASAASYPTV
Her2 expr inh = lowers expression of human Her2 kinase. P04626. SKBR-3 HER2 protein level, AlphaScreen, 18-24 h; active compounds read low. HER2 level % of control, % at 10 µM. 0.69% of 65,000 active. AID 645;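 active = HER2 level under 5% of the carrier-only control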;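 note: 100% = DMSO carrier and 0% = 500 nM PU-H71 HSP90 inhibitor; lower value means stronger loss of Her2 protein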
CatB inh = inhibitors of human cathepsin B. purified cathepsin B, fluorogenic substrate, fluorescence. inhibition, %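 (tested at 10 µM)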. 0.1% of 63,000 active. AID 453. P07858; in the data active = inhibition above about 21%;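 note: 0% = enzyme with no compound and 100% = no enzyme blank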
CatB mixtures = inhibitors of human cathepsin B in compound mixtures | inhibition, %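 (ten-compound pools at 5 µM per compound and 50 µM total)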 | Purified cathepsin B, AMC dipeptide fluorescence | 0.06% of 62,000 active | AID 488; in the data active = inhibition above about 22%, passing the limit was not always enough;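 note: 0% = enzyme without compound and 100% = no enzyme blank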
C1s inh = blocks human complement C1s protease activity | purified C1s, fluorogenic AMC substrate, pooled mixtures | mean inhibition % of two 10-compound mixtures (active compounds read high), % at 5 µM (by protocol) | 0.16% of 62,000 active;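 active = inhibition above 20% in each of the two 10-compound mixture wells holding the compound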;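 note: 0% = enzyme wells lacking compound mixture and 100% = no-enzyme blank wells; some compounds called inactive have numbers as strong as hits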
CatG inh = blocks human cathepsin G enzyme activity; 0.2% of 62,000 active; inhibition, % at 5 µM (by protocol); AID 581; purified enzyme, AMC-tetrapeptide fluorescence, pooled mixtures;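 active = inhibition above 20% in each of the two mixture wells holding the compound; inactive = inhibition of 20% or less in either well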;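 note: 0% = enzyme control without mixture and 100% = blank lacking enzyme; strong numbers were not always called active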
Target sequence (P08311 21-244 limits assumed): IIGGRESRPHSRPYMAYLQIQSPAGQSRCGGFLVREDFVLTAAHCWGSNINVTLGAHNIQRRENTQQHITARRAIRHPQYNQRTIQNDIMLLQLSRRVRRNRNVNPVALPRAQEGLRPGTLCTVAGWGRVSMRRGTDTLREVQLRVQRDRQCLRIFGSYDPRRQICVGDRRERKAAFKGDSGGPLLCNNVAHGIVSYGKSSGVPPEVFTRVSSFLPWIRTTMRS
ROCK2 inh = ROCK2 (human) kinase inhibition; inhibition, % at 6 µM; 0.35% of 60,000 active; AID 604; purified ROCK2, Kinase-Glo ATP depletion luminescence; O75116;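 active = inhibition above the screen-wide mean inhibition plus 3 SD, cut at about 18% in these data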;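 note: plate controls were DMSO wells for no effect and Y-27632 control wells after no-enzyme background subtraction for full effect; many of its hits are not listed in these tables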
PKA kinase inh = blocks human protein kinase A activity | 0.1% of 65,000 active | inhibition, % at 6 µM | P17612 | PKA Kemptide phosphorylation, Kinase-Glo ATP luminescence;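 active = inhibition above the screen-wide mean inhibition plus 3 SD, cut at about 21% in these data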; note: many of its hits are not listed in these tables
CatS inh = human cathepsin S inhibition; 0.06% of 62,000 active; recombinant cathepsin S, AMC dipeptide fluorescence, pooled mixtures; inhibition, %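 (tested at 5 µM per compound within 10-compound mixtures)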; in the data active = inhibition above about 32%, passing the limit was not always enough;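 note: 0% = enzyme without compound and 100% = blank without enzyme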
Target sequence (P25774 115-331 limits assumed): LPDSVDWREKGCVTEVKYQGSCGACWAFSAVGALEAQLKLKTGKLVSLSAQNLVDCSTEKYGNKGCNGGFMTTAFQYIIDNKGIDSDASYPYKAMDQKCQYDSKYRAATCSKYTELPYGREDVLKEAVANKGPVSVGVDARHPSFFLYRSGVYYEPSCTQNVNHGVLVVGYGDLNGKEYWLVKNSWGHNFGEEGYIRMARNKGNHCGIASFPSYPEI
An asterisk follows results filed as active; . = not tested or not shown.

| smiles | CatL inh | Her2 expr inh | CatB inh | CatB mixtures | C1s inh | CatG inh | ROCK2 inh | PKA kinase inh | CatS inh |
| --- | --- | --- | --- | --- | --- | --- | --- | --- | --- |
| CCn1c(SCc2nc3ccccc3c(=O)[nH]2)nnc1-c1cccnc1 | 7 | 129 | 0 | -1 | -6 | 3 | -11 | -3 | 3 |
| COC(=O)c1ccc(C(=O)OC)c(NC(=O)CN2CCN(c3ccccc3)CC2)c1 | -11 | 52 | 3 | 2 | -3 | -9 | -6 | 2 | -8 |
| COc1ccc(-n2nc3c(c2NC(=O)C2CC2)CS(=O)C3)cc1 (stereo not given) | -4 | 103 | -1 | -1 | -15 | 3 | -1 | 1 | -6 |
| CSc1ccc(NC(=O)N2CC(C)OC(C)C2)cc1 (stereo not given) | 8 | 84 | -1 | 4 | -1 | 9 | 6 | 10 | -1 |
| Cc1cccc(C)c1OCC(=O)Nc1cccc(-c2nnc(-c3ccccc3)o2)c1 | 1 | 80 | 2 | -6 | -45 | -4 | -7 | 5 | -6 |
| Cc1cc(=O)[nH]c(SCC(=O)c2ccc(C(C)C)cc2)n1 | 23 | 133 | -3 | 0 | 57* | 11 | 7 | 12 | 5 |
| O=C(CCc1nc(-c2cccs2)no1)Nc1cnc2ccccc2c1 | . | 75 | 0 | -5 | -8 | 0 | . | 3 | 8 |
| COCCn1nnnc1C(c1cccc(C#N)c1)N1CCCCCC1 (stereo not given) | -2 | 133 | 3 | 5 | 15 | 11 | -1 | -1 | 8 |
| COC(=O)Sc1nc(N2CCOCC2)c2c(c1C#N)CC(C)(C)OC2 | 3 | 110 | 47* | . | . | . | 4 | 4 | . |
| CCN(CC)CCCNC(=O)C1CCC(=O)N(c2ccc(OC)cc2)C1c1ccc(F)cc1 (stereo not given) | 0 | 101 | 3 | 0 | -12 | 12 | . | -1 | 5 |
| CC(C)Cn1c(N)c(C(=O)CSc2ccc3c(c2)OCCO3)c(=O)n(C)c1=O | 12 | 107 | 5 | 3 | 10 | 9 | 0 | 8 | 3 |
| Cc1nnc(C)n1N1C(=O)c2cccc3cccc(c23)C1=O | -23 | 108 | 1 | -1 | -4 | 7 | 3 | 6 | -6 |

For reference, part of the list above:
| smiles | CatL inh | Her2 expr inh | CatB inh | CatB mixtures | C1s inh | CatG inh | ROCK2 inh | PKA kinase inh | CatS inh |
| --- | --- | --- | --- | --- | --- | --- | --- | --- | --- |
| CCn1c(SCc2nc3ccccc3c(=O)[nH]2)nnc1-c1cccnc1 | 7 | 129 | 0 | -1 | -6 | 3 | -11 | -3 | 3 |
| COC(=O)c1ccc(C(=O)OC)c(NC(=O)CN2CCN(c3ccccc3)CC2)c1 | -11 | 52 | 3 | 2 | -3 | -9 | -6 | 2 | -8 |
| COc1ccc(-n2nc3c(c2NC(=O)C2CC2)CS(=O)C3)cc1 (stereo not given) | -4 | 103 | -1 | -1 | -15 | 3 | -1 | 1 | -6 |
| CSc1ccc(NC(=O)N2CC(C)OC(C)C2)cc1 (stereo not given) | 8 | 84 | -1 | 4 | -1 | 9 | 6 | 10 | -1 |
| Cc1cccc(C)c1OCC(=O)Nc1cccc(-c2nnc(-c3ccccc3)o2)c1 | 1 | 80 | 2 | -6 | -45 | -4 | -7 | 5 | -6 |
| Cc1cc(=O)[nH]c(SCC(=O)c2ccc(C(C)C)cc2)n1 | 23 | 133 | -3 | 0 | 57* | 11 | 7 | 12 | 5 |
| O=C(CCc1nc(-c2cccs2)no1)Nc1cnc2ccccc2c1 | . | 75 | 0 | -5 | -8 | 0 | . | 3 | 8 |
| COCCn1nnnc1C(c1cccc(C#N)c1)N1CCCCCC1 (stereo not given) | -2 | 133 | 3 | 5 | 15 | 11 | -1 | -1 | 8 |
| COC(=O)Sc1nc(N2CCOCC2)c2c(c1C#N)CC(C)(C)OC2 | 3 | 110 | 47* | . | . | . | 4 | 4 | . |
| CCN(CC)CCCNC(=O)C1CCC(=O)N(c2ccc(OC)cc2)C1c1ccc(F)cc1 (stereo not given) | 0 | 101 | 3 | 0 | -12 | 12 | . | -1 | 5 |
| CC(C)Cn1c(N)c(C(=O)CSc2ccc3c(c2)OCCO3)c(=O)n(C)c1=O | 12 | 107 | 5 | 3 | 10 | 9 | 0 | 8 | 3 |
| Cc1nnc(C)n1N1C(=O)c2cccc3cccc(c23)C1=O | -23 | 108 | 1 | -1 | -4 | 7 | 3 | 6 | -6 |

The listing picks up with the two entries that preceded the break.
| smiles | CatL inh | Her2 expr inh | CatB inh | CatB mixtures | C1s inh | CatG inh | ROCK2 inh | PKA kinase inh | CatS inh |
| --- | --- | --- | --- | --- | --- | --- | --- | --- | --- |
| CC(C)Cn1c(N)c(C(=O)CSc2ccc3c(c2)OCCO3)c(=O)n(C)c1=O | 12 | 107 | 5 | 3 | 10 | 9 | 0 | 8 | 3 |
| Cc1nnc(C)n1N1C(=O)c2cccc3cccc(c23)C1=O | -23 | 108 | 1 | -1 | -4 | 7 | 3 | 6 | -6 |
| CCN(CC)S(=O)(=O)c1cccc(C(=O)Nc2ccccc2)c1 | -9 | 83 | -1 | 1 | 6 | 7 | 5 | 4 | -12 |
| Cc1nn(C)c(C)c1S(=O)(=O)N(CC(=O)Nc1ccc2c(c1)OCO2)c1ccc(C(C)C)cc1 | -4 | 75 | -1 | -1 | 2 | 9 | 5 | 4 | -6 |
| CC(=O)Nc1cc(NC(C)=O)cc(C(=O)NC(C)(C)C)c1 | 1 | 86 | 4 | 1 | 7 | 33 | 1 | 7 | 0 |
| Cc1cc(NC(=O)CCc2ccc(S(=O)(=O)N3CCOCC3)cc2)n(-c2ccccc2)n1 | -10 | 190 | 0 | 1 | -25 | 8 | . | 6 | -4 |
| CCOC(=O)N1CCN(c2ncnc3c2cnn3-c2ccc(Cl)cc2)CC1 | 3 | 87 | 1 | 0 | 2 | 8 | 3 | 7 | 1 |
| Cc1cc(C)nc(/N=C2\NC(=O)CC(C(=O)O)N2c2ccc(Oc3ccccc3)cc2)n1 (stereo not given) | 27 | 70 | -6 | 3 | -17 | -6 | 6 | 0 | 1 |
| Cn1c(=O)[nH]c(=O)c2c1nc(N1CCN(CCO)CC1)n2CCSc1nc2ccccc2s1 | . | 100 | 4 | 6 | -42 | 2 | 6 | 3 | 12 |
| CCOC(=O)Cc1csc(NC(=O)c2ccc3c(c2)OCO3)n1 | -5 | 127 | -2 | -4 | -6 | -4 | -1 | -1 | -4 |
| [O-][n+]1onc2c1CCc1nnccc1-2 | 10 | 92 | -5 | -6 | -27 | -9 | 8 | 11 | 0 |
| COc1cccc(C(c2nnnn2C(C)(C)C)N2CCN(C3CCCCC3)CC2)c1OC (stereo not given) | 7 | 98 | 5 | -2 | -1 | 7 | -3 | -5 | -5 |
| CCOC(=O)c1[nH]c2ccccc2c1N=CN(CC)CC | 6 | 108 | 2 | . | . | . | 1 | 5 | . |
| NC(=O)SC/C(=N\S(=O)(=O)c1ccccc1)Nc1ccccc1 | 4 | 137 | 3 | 2 | -7 | 7 | 6 | 6 | 3 |
| CC(Cc1ccc(O)c(O)c1)C(C)Cc1ccc(O)c(O)c1 (stereo not given) | 2 | 108 | 6 | 2 | -24 | -3 | 4 | -2 | 13 |
| Cc1cc2oc(=O)c3c(c2cc1OC(=O)c1ccco1)CCCC3 | 21 | 71 | 5 | 2 | 5 | 0 | 2 | 2 | 6 |
| CCOc1cccc(C2c3c(oc4ccccc4c3=O)C(=O)N2c2ccccn2)c1 (stereo not given) | . | 56 | -3 | -5 | -17 | -1 | 1 | 2 | 2 |
| O=S(=O)(C/C(=C/CO)S(=O)(=O)c1ccccc1)c1ccccc1 | 5 | -21* | 8 | 4 | 10 | 7 | 6 | -2 | -5 |
| COc1ccc(-c2nc(N3CCOCC3)nc3nn4c(C)c(CCC(=O)O)c(C)nc4c23)cc1 | -35 | 172 | 3 | -1 | -51 | 4 | 5 | 11 | -5 |
| Cc1ccc2c(c1)C(N1CCCC1=O)CC(c1ccco1)N2 (stereo not given) | 0 | 15 | 3 | 2 | 8 | 9 | -31 | -5 | -4 |
| COc1ccc(/C=N/c2nc3ccccc3n2C)cc1OC | 3 | 94 | 3 | -1 | 2 | 2 | -1 | -7 | -4 |
| CCOC(=O)c1ccc2c(c1)NC(=O)C(N1CCN(c3ccc(OC)cc3)CC1)S2 (stereo not given) | . | 58 | -1 | 3 | -17 | 7 | -2 | -11 | -6 |
| CCn1c(=O)c(C(=O)Nc2cnccn2)c(O)c2ccccc21 | 0 | 102 | 1 | -1 | 4 | -1 | 0 | 4 | -2 |
| COc1ccc(C(=O)CSc2nc3nc(C)cc(C)n3n2)cc1OC | -5 | 99 | -1 | 2 | 14 | 8 | 0 | -4 | 15 |

Screening data deposited in PubChem BioAssay by several laboratories.

The list is partial. The share of hits here may be higher or lower than overall.
